Assay outcomes (PubChem BioAssay)
Imprint erasure: genomic imprint erasure induction. hit rate 0.02% among 110,000. AID 1948. mouse ES Peg3-LacZ reporter, beta-gal luminescence, 40 h. Potency, µM (titrated, usually from 60.7 µM), for the others: at the highest dose activity change, positive = activation, hits mostly activators;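 further: 0% = negative control wells on the plate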
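Each well holds 300 Peg3LacZ-Neo (maternal) female ES cells incubated 40 h at 37C, 5% CO2. LacZ is measured by BetaGlo luminescence, with AC50 and maximum efficacy derived from dose-response curves.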
p53ts 32C kill: p53ts cell cytotoxicity, permissive temperature. H1299-p53A138V at 32C, ATP luminescence viability, 24 h. Potency, µM (highest dose often 46.1 µM), for the others: at the highest dose activity change, negative = cytotoxicity, hits mostly cytotoxic. hit rate 0.93% among 130,000;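 further: 0% = DMSO and -100% = full killing by reference compound; nearly all actives have a fitted effect of over 55% in size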
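Cells: H1299 p53ts (A138V), 600/well, pre-incubated 16–30 h at 37C. Cpd up to 46 uM, 24 h, 32C. Readout: ATPlite luminescence, 20 min RT. Normalization: DMSO vs tamoxifen 100 uM. AC50 by Hill equation.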
IkB signaling: suppresses IkB signaling in ABC-DLBCL reporter cells; ABC-DLBCL IkBa-CBG/CBR dual luciferase ratio, 4 h; response scale: scaled: untreated 0%, proteasome inhibitor 100%; Potency, µM (doses to about 57.1 µM), for inactives: at the highest dose IkBa stabilization activation; hit rate 0.04% among 110,000; AID 445; active means well fitted curve in the direction sought with a large enough effect in the signal ratio, not every such curve was filed as active; inconclusive means small, poorly fitted or top-dose-only effect, or a change in a side signal; the % refers to the signal ratio;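 further: the direction sought is a rising ratio; 0% = basal untreated cells and 100% = reference inhibitor full response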
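In this assay, an IκBα–CBG68 fusion accumulates when IKK-driven degradation is blocked; native CBR normalizes for cell number. OCI-Ly3 cells were treated 4 h with compound and doxycycline, then green and red light read after Chroma-Glo addition.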
p53ts 39C tox: kills p53ts cells at the nonpermissive temperature | H1299-p53A138V viability at 39C, ATP luminescence, 24 h | Potency, µM (series often up to 46.1 µM), for inactives: top-dose activity change, negative = cell killing, most hits filed as cytotoxic | hit rate 1.5% among 130,000 | AID 902; further: nearly all actives have a fitted effect of over 55% in size
* marks the source's active call; other numbers are inactive results; [ ] = another dose, or the depositor's remark. Unless noted, the call rests on the fitted dose curve; in most records, active means well fitted curve in the direction sought with a large enough effect; inconclusive means small, poorly fitted or top-dose-only effect, or another doubt; inactive means no such curve, though single readings can be large; an effect the other way counts as inactive or inconclusive. Unless noted, on the % scale 0 is the no-effect control and ±100 the full control effect; potency means the concentration at half of the fitted maximal effect.

Cc1nn(S(=O)(=O)c2ccc(C(C)(C)C)cc2)c(C)c1S(=O)(=O)N1CCC(C)CC1 was read as Imprint erasure -7%[10.9 µM], p53ts 32C kill -14%, IkB signaling -0.6% and p53ts 39C tox inconclusive.
`Cc1cccc(CC(=O)NC2CC(=O)N(c3ccccc3)C2)c1` (configuration not stated) gave Imprint erasure -12%[10.9 µM], p53ts 32C kill 4%, IkB signaling inconclusive and p53ts 39C tox -1%.
For Cc1noc(C)c1COC(=O)Cn1c(C)nc2ccccc21 the results were Imprint erasure -6%, p53ts 32C kill 2%, IkB signaling 0.4% and p53ts 39C tox -3%.
`COc1cccc(CNC(=O)CCc2c(C)nc3c(c2C)c(=O)n(C)c(=O)n3C)c1` gave Imprint erasure -10%[10.9 µM], p53ts 32C kill 10%, IkB signaling -0.2% and p53ts 39C tox -6%.
Screening O=C(Nn1c(C2CC2)nc2ccccc2c1=O)c1ccco1 returned Imprint erasure -3%, p53ts 32C kill -7%, IkB signaling 5.4% and p53ts 39C tox -6%.
CC1=Nc2cc(C(=O)NCc3ccc(C)cc3)ccc2Sc2ccc(Cl)cc21 was read as Imprint erasure -11%[10.9 µM], p53ts 32C kill 29%, IkB signaling -1.3% and p53ts 39C tox 0%.
`O=C(c1ccc(F)cc1)N1CCC(O)(c2cccnc2)CC1` gave Imprint erasure 15%, p53ts 32C kill 4%, IkB signaling -0.3% and p53ts 39C tox -2%.
Screening O=C(CCN1C(=O)C2C3C=CC(C3)C2C1=O)Nc1ccccn1 (configuration not stated) returned Imprint erasure -4%, p53ts 32C kill 9%, IkB signaling 3.2% and p53ts 39C tox 7%.
`CCN(CCCNC(=O)CC(C(=O)N1CCc2ccccc21)n1ccnc1)c1cccc(C)c1` (configuration not stated) gave Imprint erasure -20%, p53ts 32C kill 0%, IkB signaling 14% and p53ts 39C tox 8%.
COc1ccc(N2CCN(C(=O)CN(c3ccc(Br)cc3)S(C)(=O)=O)CC2)cc1 was read as Imprint erasure -14%, p53ts 32C kill 1%, IkB signaling 2.6% and p53ts 39C tox 2%.
`O=C(CCn1c(=O)oc2ccccc21)NC1=NCCS1` gave Imprint erasure -1%, p53ts 32C kill -24%, IkB signaling 0.4% and p53ts 39C tox 4%.
For COc1cccc(Cn2c(=O)c(C)nc3cnc(OC)nc32)c1 the results were Imprint erasure -4%, p53ts 32C kill 0%, IkB signaling -0.2%[11.4 µM] and p53ts 39C tox -2%.
COc1ccc(NC(C)c2cc(Cl)ccc2O)cc1 (configuration not stated) was read as Imprint erasure -17%, p53ts 32C kill -1%, IkB signaling 19% and p53ts 39C tox 2%.
For Cc1ccc(C2NC(=O)c3ccccc3N2)s1 (configuration not stated) the results were Imprint erasure -35%[inhibitor], p53ts 32C kill -9%, IkB signaling 0.1% and p53ts 39C tox -21%.
`O=C(c1ccccc1)c1nc2ccccc2[nH]c1=O` gave Imprint erasure -5%, p53ts 32C kill 3%, IkB signaling 2.1% and p53ts 39C tox -8%.
Screening Cn1c(=O)n(CC(=O)Nc2ccc(F)cc2)c2ccccc21 returned Imprint erasure 8%, p53ts 32C kill 4%, IkB signaling 1.0% and p53ts 39C tox 0%.
c1cncc(-c2nc(-c3cccs3)cs2)c1 was read as Imprint erasure -11%, p53ts 32C kill -6%, IkB signaling -1.5% and p53ts 39C tox -14%.
CCCC(=O)n1nc(-c2ccco2)nc1NCc1ccccc1Cl was read as Imprint erasure 4%[10.9 µM], p53ts 32C kill 1%, IkB signaling 1.1% and p53ts 39C tox -9%.
For CS(=O)(=O)N1CCC2(CCN(C(c3ccccc3)c3ccccc3)CC2)CC1 the results were p53ts 32C kill -2%, IkB signaling 2.7%[11.4 µM] and p53ts 39C tox -1%.
COc1ccc(CCNC(=O)Cn2nnc(-c3ccc(N4CCOCC4)cc3)n2)cc1OC was read as Imprint erasure -8%, p53ts 32C kill -25%, IkB signaling 0.0% and p53ts 39C tox -26%.
For CC(Cc1ccc(O)c(O)c1)C(C)Cc1ccc(O)c(O)c1 (configuration not stated) the results were Imprint erasure -5%, p53ts 32C kill 13% and p53ts 39C tox inconclusive.
Cc1ccc(N(CC(=O)Nc2cccc(C)c2)S(=O)(=O)c2cccc3nonc23)cc1 was read as Imprint erasure -20%, p53ts 32C kill 2%, IkB signaling inconclusive and p53ts 39C tox 0%.
Screening CC(C)C(=O)c1cn(CC(=O)NCc2ccc3c(c2)OCO3)c2ccccc12 returned p53ts 32C kill 7% and p53ts 39C tox -17%.
`CC(Oc1ccccc1)C(=O)OCc1cc(=O)n2nc(C(C)C)sc2n1` (configuration not stated) gave Imprint erasure -8%[10.9 µM], p53ts 32C kill -1%, IkB signaling -1.7% and p53ts 39C tox -2%.
`CCC(C)(C(=O)NC1CCCC1)N(C(=O)c1cnccn1)c1ccccc1` (configuration not stated) gave Imprint erasure -6%, p53ts 32C kill 2%, IkB signaling 0.4% and p53ts 39C tox -9%.
`CCNc1ncc2nc(-c3cc(F)cc(F)c3)c(=O)n(C[C@H]3CCCO3)c2n1` gave Imprint erasure -2%, p53ts 32C kill -6%, IkB signaling -0.3%[11.4 µM] and p53ts 39C tox -4%.
Cc1cc(O)cc(O)c1C(=O)O was read as Imprint erasure 1%, p53ts 32C kill 11% and p53ts 39C tox 6%.
CN(C)CCNC(=O)Cn1nc(C(F)F)cc1C1CC1 was read as Imprint erasure -3%, p53ts 32C kill -3%, IkB signaling -0.6% and p53ts 39C tox 6%.
For COC(=O)c1ccc(Cn2cnc3ccccc3c2=O)cc1 the results were Imprint erasure -11%, p53ts 32C kill -6%, IkB signaling -0.9% and p53ts 39C tox -10%.
For CC1=C(C(N)=O)C(c2ccc(C(C)C)cc2)n2nc(SCc3ccccc3F)nc2N1 (configuration not stated) the results were Imprint erasure 8%[10.9 µM], p53ts 32C kill 3%, IkB signaling -0.4% and p53ts 39C tox 1%.
CCCCOc1ccc(Cn2c(=O)sc3ccccc32)cc1OC was read as Imprint erasure 9%[10.9 µM], p53ts 32C kill 0%, IkB signaling inconclusive and p53ts 39C tox -4%.
For COc1cccc(-n2c(=O)c3sc4ccccc4c3n(CC(=O)Nc3cccc(Cl)c3)c2=O)c1 the results were Imprint erasure -7%[10.9 µM], p53ts 32C kill 17%, IkB signaling inconclusive and p53ts 39C tox -6%.
Screening CCOc1ccccc1N(CC(=O)NC(C)(C)C)C(=O)Cn1nnc(-c2ccc(C)o2)n1 returned Imprint erasure -10%, p53ts 32C kill 0%, IkB signaling -0.4% and p53ts 39C tox 14%.
For Cc1cccc(CNc2ccnc(-c3ccccc3CN(C)C)n2)c1 the results were Imprint erasure -14%, p53ts 32C kill -27%, IkB signaling -1.4%[11.4 µM] and p53ts 39C tox -30%.
Screening O=C(Nc1cccc(F)c1)N1CCCC2(CCN(C(=O)c3csnn3)CC2)C1 returned p53ts 32C kill -9%, IkB signaling 0.7%[11.4 µM] and p53ts 39C tox 1%.
For O=C(Nc1nnc(CC(=O)N2CCOCC2)s1)c1cccs1 the results were Imprint erasure -6%, p53ts 32C kill 8%, IkB signaling 2.1% and p53ts 39C tox 9%.
CCC(c1nnnn1CCc1ccccc1)N(Cc1ccco1)Cc1cc2cccc(C)c2[nH]c1=O (configuration not stated) was read as Imprint erasure -18%, p53ts 32C kill 19%, IkB signaling inconclusive and p53ts 39C tox 9%.
Screening C=CCOc1cccc(C2/C(=C(\O)c3ccc(F)cc3)C(=O)C(=O)N2CCN(C)C)c1 (configuration not stated) returned Imprint erasure -16%, p53ts 32C kill -1%, IkB signaling 0.0% and p53ts 39C tox 6%.
For Cc1ccc(CNc2ncc(-c3ccc4c(c3)OCO4)n2C)cc1 the results were Imprint erasure -48%[inhibitor], p53ts 32C kill -15%, IkB signaling 1.4% and p53ts 39C tox -15%.
`O=C(Cn1c(=O)n(Cc2ccc3c(c2)OCO3)c(=O)c2ccc(C(=O)NC3CCCCC3)cc21)Nc1ccccc1F` gave Imprint erasure -6%[10.9 µM], p53ts 32C kill 11%, IkB signaling inconclusive and p53ts 39C tox -29%.
`CCC(C)(C(=O)NC1CCCCC1)N(Cc1ccco1)C(=O)c1cnccn1` (configuration not stated) gave Imprint erasure -1%, p53ts 32C kill -4%, IkB signaling -0.8% and p53ts 39C tox -3%.
Cc1nc2cnc(N3CCOCC3)nc2n(Cc2ccc(F)cc2)c1=O was read as Imprint erasure 2%, p53ts 32C kill 5%, IkB signaling 0.3%[11.4 µM] and p53ts 39C tox 8%.
`CCOc1cc(-n2ncc(C#N)c2N)nc(SC)n1` gave p53ts 32C kill 9% and p53ts 39C tox -4%.
`CC(=O)Nc1ccc(S(=O)(=O)NNC(=O)COc2cccc3ccccc23)cc1` gave p53ts 32C kill 14% and p53ts 39C tox 33%[activator].
Screening COc1ccc(CNc2nc(-c3ccccc3)nn2S(=O)(=O)c2ccccc2)cc1 returned Imprint erasure -5%[10.9 µM], p53ts 32C kill 4%, IkB signaling -2.1% and p53ts 39C tox -12%.
Screening Cc1ccc(/C=C/c2nc3ccccc3[nH]2)cc1 returned Imprint erasure -91%[inhibitor][10.9 µM], p53ts 32C kill 0.5µM*, IkB signaling inconclusive and p53ts 39C tox 0.5µM*.
COc1cccc(-c2cc(C(=O)Nc3ccccc3SC)no2)c1 was read as Imprint erasure -25%, p53ts 32C kill -9%, IkB signaling inconclusive and p53ts 39C tox -15%.
`CCOc1ccc(NC(=O)CN(C)CC(=O)Nc2ccccc2C#N)cc1OCC` gave Imprint erasure -11%, p53ts 32C kill 0%, IkB signaling 0.5% and p53ts 39C tox 1%.
`COc1ccc(CCNC(=O)C2CCN(S(=O)(=O)N3CC(C)CC(C)C3)CC2)cc1OC` (configuration not stated) gave Imprint erasure -5%, p53ts 32C kill 6%, IkB signaling -0.9% and p53ts 39C tox -4%.
Screening Cc1nc(-n2cc(F)c(=O)[nH]c2=O)c2nc(C)oc2n1 returned Imprint erasure 26%, p53ts 32C kill 2%, IkB signaling -0.1% and p53ts 39C tox 5%.
CC1(C)CC(=O)C(C=NC2CCCCC2)=C(O)C1 was read as Imprint erasure -7%, p53ts 32C kill 8%, IkB signaling 3.7% and p53ts 39C tox 3%.
For O=C(Nc1ccc2c(c1)OCO2)c1ccccc1SCC(=O)N1CCCC1 the results were Imprint erasure -12%, p53ts 32C kill -1%, IkB signaling 1.0% and p53ts 39C tox -9%.
For COc1ccc(Oc2ncc3ncc(=O)n(C4CC4)c3n2)cc1 the results were Imprint erasure -6%, p53ts 32C kill 4%, IkB signaling -0.1%[11.4 µM] and p53ts 39C tox -2%.
For O=C(Nc1ccc(N2CCN(C(=O)c3ccco3)CC2)c(Cl)c1)c1cc2ccccc2o1 the results were Imprint erasure -36%[inhibitor], p53ts 32C kill 13µM*, IkB signaling -9.1% and p53ts 39C tox inconclusive.
Screening COc1ccc(Cl)cc1NC(=O)CN(C(=O)c1ccco1)C1CCCCC1 returned Imprint erasure -12%, p53ts 32C kill 15%, IkB signaling inconclusive and p53ts 39C tox -20%.
`COC(=O)CN1C(=O)C2(C(C#N)=C(N)Oc3cc(C)oc(=O)c32)c2ccccc21` (configuration not stated) gave Imprint erasure -2%, p53ts 32C kill 13%, IkB signaling -0.8% and p53ts 39C tox 14%.
Screening O=C(Nc1ccc(C(=O)N2CCN(c3ccccc3F)CC2)cc1)c1nsc2ccccc12 returned Imprint erasure 16%[10.9 µM], p53ts 32C kill -18%, IkB signaling inconclusive and p53ts 39C tox -25%.
